VLA-4 inh: inhibition in a human VLA-4 binding assay; P13612; VLA-4 expressing cells, ligand binding flow cytometry; inhibition, % (about 7 µM as worked out from the volumes in the protocol); 330,000 tested, 0.2% active; AID 2557; in the data active = inhibition above about 50%
Target sequence (P13612 whole entry, looked up): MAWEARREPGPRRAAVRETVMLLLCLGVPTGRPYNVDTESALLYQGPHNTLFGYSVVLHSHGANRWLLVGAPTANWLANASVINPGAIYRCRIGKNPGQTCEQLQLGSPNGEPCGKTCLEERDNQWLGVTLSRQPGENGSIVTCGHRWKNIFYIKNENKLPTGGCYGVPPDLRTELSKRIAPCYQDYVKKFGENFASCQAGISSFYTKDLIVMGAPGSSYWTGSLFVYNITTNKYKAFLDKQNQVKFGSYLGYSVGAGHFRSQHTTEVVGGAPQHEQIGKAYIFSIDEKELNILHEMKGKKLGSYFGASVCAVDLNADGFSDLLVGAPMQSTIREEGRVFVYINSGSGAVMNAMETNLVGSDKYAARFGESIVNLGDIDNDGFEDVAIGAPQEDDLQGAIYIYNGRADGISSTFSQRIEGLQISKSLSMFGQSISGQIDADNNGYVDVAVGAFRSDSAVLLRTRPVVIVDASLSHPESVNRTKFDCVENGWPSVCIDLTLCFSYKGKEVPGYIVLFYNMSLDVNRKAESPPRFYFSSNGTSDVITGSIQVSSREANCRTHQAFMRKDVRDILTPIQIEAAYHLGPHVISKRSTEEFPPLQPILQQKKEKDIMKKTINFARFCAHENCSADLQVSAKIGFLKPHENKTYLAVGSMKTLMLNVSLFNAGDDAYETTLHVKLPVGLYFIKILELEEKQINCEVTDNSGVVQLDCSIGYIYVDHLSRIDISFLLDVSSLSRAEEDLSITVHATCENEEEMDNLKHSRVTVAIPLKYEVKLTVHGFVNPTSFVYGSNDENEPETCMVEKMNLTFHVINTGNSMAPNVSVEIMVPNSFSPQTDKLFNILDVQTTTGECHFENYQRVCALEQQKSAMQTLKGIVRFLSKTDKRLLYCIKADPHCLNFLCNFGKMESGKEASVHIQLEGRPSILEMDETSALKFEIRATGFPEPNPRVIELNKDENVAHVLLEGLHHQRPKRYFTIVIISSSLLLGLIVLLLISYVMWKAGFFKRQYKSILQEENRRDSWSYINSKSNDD
CR mimetic SO: yeast age-related superoxide inhibition as caloric restriction mimetic; S. cerevisiae aged cells, superoxide DHE fluorescence; hits give low values; superoxide response (% of plate mean), % at 10 µM; 330,000 tested, 0.18% active; AID 2690;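 active = superoxide response under a set limit, about three screen SD below normal, cut at about 65% in these data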;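 note: yeast aged for seven days with compound at 30 °C before DHE staining; 100% = average MFI of all compound-treated wells on the plate with controls excluded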
GRK2 inh: blocks RNA aptamer binding to human GRK2; bead flow cytometry, FAM-aptamer displacement from GRK2; inhibition of aptamer binding, % at 10 µM; 330,000 tested, 0.59% active;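 active = inhibition of aptamer binding above 40%, roughly 3 SD of noise, on plates passing a quality check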;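 note: median bead fluorescence of bound FAM aptamer so fluorescent compounds give negative values; no value below 0 was filed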
RPL19A-GFP yeast: alters RPL19A-GFP fluorescence in TOR pathway yeast screen. S. cerevisiae RPL19A-GFP strain, flow cytometry, 3 h; hits give low values. percent response vs DMSO, % at 10 µM. 330,000 tested, 0.3% active;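 active = percent response vs DMSO below 50%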;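 note: median channel GFP fluorescence of the barcoded RPL19A-GFP strain; ratio of sample median GFP to plate DMSO average so 100% = DMSO; lower means less RPL19A-GFP as with rapamycin TOR inhibition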
LAP4-GFP MLPCN: modulators of TOR pathway LAP4-GFP in S. cerevisiae | S. cerevisiae LAP4-GFP multiplex, flow cytometry GFP, 3 h; median GFP as percent of DMSO wells | 320,000 tested, 0.34% active | GFP response vs DMSO, % at 10 µM;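 active = GFP response vs DMSO above a set limit, about the screen mean plus 3 SD, cut at about 150% in these data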
MEP2 TOR yeast: alters MEP2-GFP fluorescence in TOR pathway yeast screen; S. cerevisiae MEP2-GFP strain, flow cytometry GFP, 3 h; 100% = DMSO control level; AID 2016; 330,000 tested, 0.51% active; GFP response vs DMSO, % at 10 µM;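 active = GFP response versus DMSO above a set limit, roughly screen mean plus 3 SD, cut at about 180% in these data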;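 note: median GFP fluorescence of the barcode-gated MEP2-GFP cells per well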
AGP1-GFP MLPCN: alters AGP1-GFP fluorescence in TOR pathway yeast screen. S. cerevisiae AGP1-GFP multiplex flow cytometry, 3 h; GFP as percent of DMSO wells. GFP response vs DMSO, % at 10 µM. 320,000 tested, 0.02% active. AID 2066;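 active = GFP response relative to DMSO above a set limit, near screen average plus 3 SD, cut at about 150% in these data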;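 note: median GFP channel fluorescence of the gated AGP1 strain per well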
CIT2 TOR yeast: yeast TOR pathway CIT2-GFP modulation; 320,000 tested, 0.065% active; GFP response vs DMSO, % at 10 µM; S. cerevisiae CIT2-GFP strain, flow cytometry, 3 h; 100 means same as DMSO wells;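 active = GFP response relative to DMSO above a set limit, near the screen mean plus 3 SD, cut at about 150% in these data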;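 note: ratio of well median GFP fluorescence to mean of DMSO wells on the plate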
Active calls of the source: *; · = no result given.

structure	VLA-4 inh	CIT2 TOR yeast	LAP4-GFP MLPCN	GRK2 inh	CR mimetic SO	RPL19A-GFP yeast	MEP2 TOR yeast	AGP1-GFP MLPCN
COc1ccc(OC)c(S(=O)(=O)N2CCC(C(=O)Nc3cccc(C(F)(F)F)c3)CC2)c1	-10.5	110.0	93.8	0.0	78.8	96.6	97.5	97.6
COc1ccccc1COc1ccc2c(C)c(CCC(=O)O)c(=O)oc2c1C	21.6	87.0	97.9	2.0	123.8	89.0	103.4	92.5
Cc1cccc2c(N)c3c(nc12)N(C)CC3	-40.5	101.3	103.4	6.0	100.6	98.4	111.2	104.8
CCOC(=O)c1sc2nc(CSc3ccccc3Cl)[nH]c(=O)c2c1C	-2.9	91.3	91.6	1.0	86.8	90.8	104.8	95.8
CN=C1S/C(=C\c2ccc(Cl)cc2)C(=O)N1C	8.6	92.8	107.7	0.0	97.9	102.5	109.8	99.9
CCOc1cc2[nH]c(=S)n(CCOC)c(=O)c2cc1OCC	11.9	·	102.1	0.0	100.0	98.3	98.6	100.1
O=C(NCc1n[nH]c(=O)c2ccccc12)C1CC(=O)N(c2ccc(Cl)cc2)C1 (stereo unspecified)	0.5	86.3	91.7	1.0	92.0	84.7	86.9	87.4
c1ccc(-c2cccs2)nc1	-5.4	106.4	100.3	2.0	100.5	101.6	106.1	110.8

Additional records follow:
structure	VLA-4 inh	CIT2 TOR yeast	LAP4-GFP MLPCN	GRK2 inh	CR mimetic SO	RPL19A-GFP yeast	MEP2 TOR yeast	AGP1-GFP MLPCN
CCCCN(C(=O)c1cc(=O)[nH]c2ccccc12)c1c(N)n(CCCC)c(=O)[nH]c1=O	-12.0	118.0	93.8	0.0	117.4	97.6	108.2	102.5
CC12CCC(C(=O)N(NC(=O)c3ccccc3O)C1=O)C2(C)C (stereo unspecified)	24.3	97.1	94.2	0.0	96.9	108.2	95.7	102.2
CC(Oc1ccc(Cl)cc1Cl)C(=O)Nn1cnnc1 (stereo unspecified)	-2.3	95.3	101.0	2.0	110.4	94.6	99.4	98.1
O=C(COC(=O)C1CCN(S(=O)(=O)c2cccc3cccnc23)CC1)c1ccc(F)cc1	2.4	97.5	96.4	0.0	93.6	98.0	103.0	104.3
Cc1noc(C)c1NC(=O)Nc1cccc2c1O[C@H](CN(C)S(=O)(=O)c1cn(C)cn1)[C@@H](C)CN([C@H](C)CO)C2=O	30.8	112.8	99.2	0.0	111.2	99.0	97.1	103.7
Cc1ccc(S(=O)(=O)N2CCOCC2)cc1C(=O)OC1CCCCC1=O (stereo unspecified)	14.3	93.8	100.2	2.0	100.5	100.1	64.0	86.9
COc1ccccc1/C=C/C(=O)NCC(=O)N/N=C(/C)c1ccco1	1.5	98.0	100.9	1.0	122.2	103.4	104.5	100.6
CC(=O)Nc1ccc(-n2c(C)ccc2-c2ccccc2)cc1	-5.0	100.0	101.4	1.0	84.8	111.2	105.9	99.2

More entries follow.
structure	VLA-4 inh	CIT2 TOR yeast	LAP4-GFP MLPCN	GRK2 inh	CR mimetic SO	RPL19A-GFP yeast	MEP2 TOR yeast	AGP1-GFP MLPCN
CCOC(=O)CN1C(=O)N[C@@H](c2cccc(C(F)(F)F)c2)C(C(=O)OC)=C1C	12.6	102.1	122.3	0.0	95.9	100.9	91.7	87.1
COc1ccc(NC(=O)CN(C)C(=O)c2ccc3c(c2)S(=O)(=O)N=C2CCCCCN23)cc1	-3.2	100.2	94.5	0.0	99.9	98.7	88.0	102.3
COc1cccc(-c2ccc(SCC(=O)NC3CCCCC3)nn2)c1	-22.7	103.0	98.3	2.0	106.7	100.6	99.2	99.9
COc1c(C)cc(C(=O)C2CCCN(C(=O)c3cc(C)on3)C2)cc1C (stereo unspecified)	42.3	96.8	106.8	1.0	88.6	97.2	96.3	102.9
CN1C(=O)S/C(=C\c2ccccc2OCc2ccc(C(=O)O)cc2)C1=O	9.6	103.0	105.9	0.0	112.9	102.3	99.3	106.2
O=C(Nc1cccc(S(=O)(=O)Nc2ccccc2F)c1)c1ccc2ccccc2n1	-6.3	90.8	93.4	0.0	103.2	88.8	89.6	99.1
NC(=O)Cn1cc(C(=O)C(=O)N2CCOCC2)c2ccccc21	-0.5	95.2	70.2	0.0	115.5	104.5	96.8	94.5
O=C(NCC1CC1)c1cccc2c1C(=O)c1ccc(-c3ccc(OC(F)(F)F)cc3)cc1S2(=O)=O	4.2	102.2	89.2	1.0	122.3	98.4	93.5	96.5

Additional entries:
structure	VLA-4 inh	CIT2 TOR yeast	LAP4-GFP MLPCN	GRK2 inh	CR mimetic SO	RPL19A-GFP yeast	MEP2 TOR yeast	AGP1-GFP MLPCN
CCCC(=O)c1c(NCCO)cc(C)oc1=O	10.9	102.8	94.0	0.0	76.6	102.7	107.8	103.4
COc1ccccc1N1CCN(C(=O)c2ccc([N+](=O)[O-])s2)CC1	3.3	92.0	90.9	4.0	101.7	96.7	97.0	90.1
COc1ccc(C2=NN(c3nc4ccccc4s3)C(=O)C2)cc1	-4.2	92.2	148.2	0.0	51.0*	82.2	98.4	74.7
Cc1cccc(NC(=O)c2ccccc2NC(=O)CCC(=O)O)c1	-12.7	111.7	108.7	1.0	94.8	112.5	111.5	103.1
Cc1ccc(-n2c(O)c(/C=N/c3ncn[nH]3)c3ccccc3c2=O)cc1	-14.9	103.2	96.5	0.0	84.3	107.8	109.5	107.2
CC1(C)C2CC[C@]3(C)C(CC=C4[C@@H]5C[C@@](C)(CO)[C@@H](O)C[C@]56C[C@@H](OC6=O)[C@]43C)[C@@]2(C)CC[C@@H]1O (stereo partly specified)	0.0	94.0	106.3	0.0	102.1	94.0	108.8	100.0
Cc1nn(CCCC(=O)Nc2cc(Oc3ccccc3)cc([N+](=O)[O-])c2)c(C)c1[N+](=O)[O-]	9.1	91.9	88.9	0.0	102.1	101.3	98.5	91.9
CC(C)OC(=O)CSc1nnc(Cc2ccccc2)n1CC1CCCO1 (stereo unspecified)	6.2	93.0	104.0	0.0	116.3	100.5	101.8	102.5

One compound at a time, as listed above. Order of values: VLA-4 inh	CIT2 TOR yeast	LAP4-GFP MLPCN	GRK2 inh	CR mimetic SO	RPL19A-GFP yeast	MEP2 TOR yeast	AGP1-GFP MLPCN
Results for CCCC(=O)c1c(NCCO)cc(C)oc1=O → 10.9	102.8	94.0	0.0	76.6	102.7	107.8	103.4
Results for Cc1cccc(NC(=O)c2ccccc2NC(=O)CCC(=O)O)c1 → -12.7	111.7	108.7	1.0	94.8	112.5	111.5	103.1

(more compounds)
structure	VLA-4 inh	CIT2 TOR yeast	LAP4-GFP MLPCN	GRK2 inh	CR mimetic SO	RPL19A-GFP yeast	MEP2 TOR yeast	AGP1-GFP MLPCN
O=C(CCCCCCCCC(=O)N/N=C/c1ccco1)N/N=C/c1ccco1	0.5	99.9	92.4	8.0	94.5	106.2	97.2	99.7
CC(C)C[C@H](NC(=O)c1[nH]cnc1C(=O)N[C@@H](C)c1ccccc1)C(=O)OCc1ccccc1	-24.9	99.5	94.1	2.0	107.5	103.3	104.5	104.9
O=C(COC(=O)CNC(=O)c1ccc([N+](=O)[O-])o1)Nc1ncc(C(F)(F)F)cc1Cl	-2.4	97.4	101.0	0.0	143.0	102.5	106.2	104.2
Cc1ccc(C(=O)N2CCN(S(=O)(=O)c3ccccc3)CC2)s1	1.6	96.2	98.4	3.0	108.6	100.8	105.8	106.7
Cc1cc(SCC(=O)N/N=C/c2ccc(O)cc2O)nc2ccccc12	-1.5	108.4	93.2	0.0	96.4	104.2	105.0	100.8
COCCNc1ncnc2c1[nH]c1ccccc12	-40.4	99.5	107.1	0.0	89.0	99.0	95.3	103.9
Cc1nn(Cc2cccc(C(=O)NN)c2)c(C)c1Cl	9.1	95.8	105.7	1.0	101.3	97.2	100.8	101.5
Cc1csc(NC(=O)CSc2nc(C)nc3c2c(=O)n(C)c(=O)n3C)n1	-11.0	106.1	98.8	2.0	101.0	99.5	93.7	103.3

(next part)
structure	VLA-4 inh	CIT2 TOR yeast	LAP4-GFP MLPCN	GRK2 inh	CR mimetic SO	RPL19A-GFP yeast	MEP2 TOR yeast	AGP1-GFP MLPCN
CC(C)Oc1ccc(CCC(=O)NNC(=O)CCC(=O)O)cc1	-5.2	106.2	110.7	1.0	96.5	102.9	106.5	113.3
O=C(Nc1ccc(S(=O)(=O)NCC2CCCO2)cc1)c1ccc(F)cc1 (stereo unspecified)	1.1	106.4	94.0	0.0	95.2	99.7	100.6	102.7
CC1=NN(c2ccccc2)C(=O)/C1=C/c1cn(C)c2ccccc12	16.6	95.2	114.2	0.0	84.4	95.8	100.6	97.9
CCOc1ccc(N2CC(C(=O)Nc3cccc(S(=O)(=O)N4CCCCC4)c3)CC2=O)cc1 (stereo unspecified)	6.1	100.4	97.3	0.0	99.8	94.7	96.9	98.2
COC(=O)Cn1c(CN2CCOCC2)nc2c1c(=O)[nH]c(=O)n2C	2.2	96.1	104.4	34.0	105.3	102.5	104.3	100.3
CN(C(=O)CSc1nnc2ccccn12)c1c(N)n(Cc2ccccc2)c(=O)[nH]c1=O	2.8	107.9	97.4	2.0	94.1	103.7	94.8	104.9
Cn1c(CNC(=O)c2ccco2)nnc1SCC(=O)c1ccccc1	5.6	94.8	104.9	0.0	100.8	102.8	105.4	110.4
Clc1ccc(-c2ccccc2)nn1	-1.5	90.0	108.5	2.0	101.4	94.3	96.5	102.2

Additional structures:
structure	VLA-4 inh	CIT2 TOR yeast	LAP4-GFP MLPCN	GRK2 inh	CR mimetic SO	RPL19A-GFP yeast	MEP2 TOR yeast	AGP1-GFP MLPCN
CC1C(=O)N2CCCc3cc(NC(=O)C(=O)NCCc4ccccc4)cc1c32 (stereo unspecified)	-3.8	102.1	104.7	2.0	91.7	93.0	102.2	98.5
Cc1cc(NC(=O)C(C)SCC(=O)OC(C)C(=O)Nc2ccc(F)cc2Cl)no1 (stereo unspecified)	-2.3	107.9	106.5	2.0	95.6	103.5	95.5	104.8
CN(c1cccc(Cl)c1)S(=O)(=O)c1cccc(C(=O)Nc2nc3ccccc3[nH]2)c1	-4.6	94.6	86.7	0.0	100.1	98.5	96.9	96.0
CCCCN(C)C(=O)c1nc2ccccn2c1CN1CCC[C@H]1C(=O)OC	-1.9	109.2	104.5	4.0	96.6	98.3	98.6	98.2
Cc1ccccc1OCCCC(=O)NC1CCCCC1	3.0	105.1	104.4	0.0	100.6	104.9	116.5	94.3
COc1ccc2[nH]c(=O)c(CN(C(=O)C3CCCO3)c3ccc(C)cc3)cc2c1 (stereo unspecified)	10.9	92.9	96.9	2.0	87.9	91.7	100.8	92.3
Cc1cc(C(=O)OC(C)C(=O)Nc2cccc(S(=O)(=O)N3CCOCC3)c2)c(C)o1 (stereo unspecified)	5.6	104.7	101.4	0.0	102.1	100.3	104.7	105.7
Cc1cccc(NC(=O)Nc2c(C)n(C)n(-c3ccccc3)c2=O)c1	16.3	102.0	95.5	5.0	97.8	104.6	99.6	97.9

Assay outcomes (PubChem BioAssay)
